Myeloid diff 2: myeloid differentiation induction; ER-HoxA9 myeloid progenitors, lysozyme-GFP differentiation, flow cytometry; calls only at 10 µM; hit rate 1% among 360,000;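 active = normalized GFP-positive differentiation at or above the plate's own cutoff, the solvent-only control mean plus 3 SD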;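 also: cells exposed to compound for four days before flow analysis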
KOR beta-arrestin-1: KOR antagonists, beta-arrestin recruitment, cell-based, luminescence, uHTS (AID 1778); hit rate 0.091% among 290,000; KOR beta-arrestin recruitment, luminescence, antagonist mode; higher % means a stronger effect; inhibition, % at 10 µM; hits with a dose series show IC50 in µM; also: strong numbers were not always called active
HIV peptide binding: cell-free HIV fusion peptide-binding blockers – biochemical, uHTS, fluorescence dequenching, primary screen (AID 1986); cell-free peptide binding, fluorescence dequenching, 30 min; higher % means a stronger effect; inhibition, % at 20 µM, or IC50 in µM where a hit was titrated; hit rate 0.3% among 290,000; in the data active = inhibition mostly above about 52%, no sharp cut-off; inactive = mostly below about 76%; also: some results filed as inactive read as strong as hits
GPR55 LPI antagonism: GPR55 antagonists blocking LPI-driven arrestin recruitment, primary screen, imaging, U2OS, beta-arrestin-GFP, LPI agonist (AID 2013); U2OS GPR55 beta-arrestin-GFP translocation imaging, LPI antagonism; higher % means a stronger effect; one-dose inhibition, % at 10 µM; IC50 in µM for titrated hits; hit rate 0.13% among 290,000;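 active = spots per cell inhibited over 60%, with over 100 cells counted and total cytoplasm intensity under 500,000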;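 also: U2OS cells stably carrying GPR55 and arrestin-GFP stimulated by 5 µM LPI near EC80; imaged beta-arrestin-GFP aggregate spots per cell after agonist stimulation; plate controls were LPI-stimulated DMSO wells for no effect and DMSO wells without LPI for full effect; some results filed as inactive read as strong as hits; confirmed hits need IC50 under 10 µM and bright autofluorescent wells are also inconclusive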
GPR55 activation: selective activators of receptor GPR55 – imaging, U2OS cells, beta-arrestin-GFP redistribution, primary screen (AID 1961) | U2OS GPR55 beta-arrestin-GFP redistribution imaging; higher % means a stronger effect | activation, % at 10 µM; hits with a dose series show EC50 in µM | hit rate 0.048% among 290,000;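 active = activation above 40% with more than 50 cells counted in the well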;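 also: U2OS osteosarcoma cells stably expressing GPR55 and beta-arrestin-GFP; plate controls were DMSO negative control for no effect and LPI positive control for full effect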
GPR35 antagonists: inhibition of zaprinast-stimulated GPR35 beta-arrestin translocation – imaging, U2OS, beta-arrestin-GFP, zaprinast agonist, primary screen (AID 2058) | hit rate 0.052% among 290,000 | U2OS GPR35 beta-arrestin-GFP translocation imaging, zaprinast antagonism; higher % means a stronger effect | inhibition, % at 10 µM; hits with a dose series show IC50 in µM;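 active = inhibition of at least 50% with at least 30 cells and total cytoplasm GFP at most 10,000,000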
KOR beta-arrestin-2: kappa opioid receptor activators – cell-based, luminescence, uHTS, primary screen (AID 1777). hit rate 0.02% among 280,000. KOR beta-arrestin recruitment, luminescence; higher % means a stronger effect. activation, % at 10 µM; hits with a dose series show EC50 in µM; in the data active = activation above about 50%, passing the limit was not always enough; also: a part of the inactive calls stands beside numbers as strong as those of hits
HEK293 NOD2/NF-kB: NOD2 signaling inhibitors, cell-based, luminescence, uHTS, HEK293 (AID 1566); HEK293 NOD2/NF-kB luciferase reporter, luminescence; higher % means a stronger effect; inhibition, % at 4 µM, or EC50 in µM where a hit was titrated; hit rate 0.63% among 290,000; also: many of its hits are not listed in these tables
NOD1 inhibition: NOD1 signaling inhibitors, primary screen, cell-based, luminescence, uHTS (AID 1578); NOD1-driven NF-kB luciferase reporter cells, luminescence; higher % means a stronger effect; inhibition, % at 4 µM, or EC50 in µM where a hit was titrated; hit rate 1% among 290,000; in the data active = inhibition mostly above about 36%, no sharp cut-off; inactive = mostly below about 34%;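 also: HEK-293T reporter cells stimulated with the NOD1 agonist gamma-tri-DAP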
Myeloid diff 2 GFP+ MAC1+ %: further read-out of Myeloid diff 2, marked with its call; GFP+ MAC1+ double positive, %; measured here: differentiation confirmed by MAC1 staining
* = called active by the depositor; i = inactive; x = not tested or not shown; [ ] = another dose, or the depositor's remark. Rule as the data show it, unless noted: active = inhibition above about 50%; inactive = the rest. A portion of the library; the hit share may differ from the screen's.

Results follow in this order: Myeloid diff 2	Myeloid diff 2 GFP+ MAC1+ %	KOR beta-arrestin-1	HIV peptide binding	GPR55 LPI antagonism	GPR55 activation	GPR35 antagonists	KOR beta-arrestin-2	HEK293 NOD2/NF-kB	NOD1 inhibition
COc1ccccc1C(=O)ON=C1c2ccccc2-c2ccccc21
    i	0.6	-35%	-2.8%	-7%	-0.6%	3%	4.6%	13%	62%
O=C(CN(Cc1ccc(F)cc1)C(=O)CNS(=O)(=O)c1ccccc1)NCC1CCCO1 (stereo unspecified)
    i	2.0	1%	2.3%	19%	0.6%	-7%	1.6%	7%	-14%
CCN(c1ccccc1)S(=O)(=O)c1ccc(OC)c(NC(=O)CNCCc2ccccc2)c1
    i	0.4	-18%[20 µM]	-0.3%	-1%	0.9%	-4%	-2.8%	24%	0%
CCOc1ccc(S(=O)(=O)N(C)CC(=O)N2CCN(CC)CC2)cc1
    i	0.6	-30%	0.2%	9%	-0.2%	10%	-3.7%	6%	-27%
CCc1ccc(CN(C)CC(=O)Nc2ccccc2[N+](=O)[O-])cc1
    i	0.5	-19%	1.1%	2%	0.3%	20%	7.1%	-3%	-25%
O=C(N/N=C/c1ccc(O)cc1)c1cc[n+](Cc2ccccc2)cc1
    i	0.5	33%	0.1%	6%	-0.1%	-8%	-2.9%	11%	-20%
O=S(=O)(Cc1ccccc1)N1CCc2ccccc2C1
    i	1.6	19%	2.5%	3%	-0.2%	-12%	-0.4%	0%	-21%
Cc1ccc(NS(=O)(=O)c2ccc(N3C(=O)CCC3=O)cc2)cc1
    i	0.3	-27%	1.0%	5%	-0.1%	-4%	19%	9%	4%
CC(C)(C)NC(=O)c1ccc(NC(=O)CSc2ccccc2)cc1
    i	0.1	31%[20 µM]	2.0%	4%	-0.1%	8%	-5.6%	-2%	3%
CCC(/C=N/NC(=O)c1ccccc1F)CC
    i	0.5	-44%	-1.1%	3%	-0.1%	-4%	1.9%	2%	-39%
O=C(COc1cccc(Cl)c1)Nc1ccc2c(c1)CCC2
    i	1.1	-39%	0.7%	1%	-0.3%	0%	2.7%	-47%	-30%
COc1ccccc1N(CC(=O)Nc1ccc(S(=O)(=O)N2CCCCC2)cc1)S(C)(=O)=O
    i	1.2	10%	-0.6%	-2%	-0.2%	-4%	1.6%	23%	3%
CC(C)NC(=O)Cn1c(SCC(=O)NC2CCCC2)nc2ccccc21
    i	1.7	x	3.0%	2%	-0.1%	-12%	x	18%	-9%
COc1ccc(C(C)NC(=O)C23CC4CC(CC(C4)C2)C3)cc1 (stereo unspecified)
    i	0.7	-51%[20 µM]	0.9%	10%	-0.1%	17%	4.5%	6%	-18%
Cn1ncc(Br)c1NC(=O)Nc1ccc(OC(F)(F)F)cc1
    i	1.2	-16%	0.0%	1%	-0.1%	17%	1.7%	-33%	0%
O=c1c2ccccc2nc2n1CCN2
    i	6.3	14%	-0.1%	0%	-0.1%	5%	-4.6%	11%	-10%
CC1CCCCC1NC(=O)COC(=O)c1ccccc1NC(=O)c1ccco1 (stereo unspecified)
    i	1.0	x	-3.2%	-6%	-0.1%	8%	-2.3%	-22%	-7%
COc1ccc(CCOC(=O)c2ccc(N)c([N+](=O)[O-])c2)cc1
    i	1.3	-16%	-0.2%	-1%	-0.1%	-2%	0.1%	22%	-13%
O=c1c2ccccc2cnn1Cc1ccc(Br)cc1F
    i	1.7	-10%	-1.0%	4%	0.0%	11%	-2.2%	-6%	-30%
Cc1ccc(S(=O)(=O)N2CCN(S(C)(=O)=O)C2)cc1
    i	1.5	0%	-0.1%	6%	0.6%	4%	1.5%	12%	12%

2 entries from above, with tabs:
Structure	Myeloid diff 2	Myeloid diff 2 GFP+ MAC1+ %	KOR beta-arrestin-1	HIV peptide binding	GPR55 LPI antagonism	GPR55 activation	GPR35 antagonists	KOR beta-arrestin-2	HEK293 NOD2/NF-kB	NOD1 inhibition
CC1CCCCC1NC(=O)COC(=O)c1ccccc1NC(=O)c1ccco1 (stereo unspecified)	i	1.0	x	-3.2%	-6%	-0.1%	8%	-2.3%	-22%	-7%
COc1ccc(C(C)NC(=O)C23CC4CC(CC(C4)C2)C3)cc1 (stereo unspecified)	i	0.7	-51%[20 µM]	0.9%	10%	-0.1%	17%	4.5%	6%	-18%

Carrying on.
Results follow in this order: Myeloid diff 2	Myeloid diff 2 GFP+ MAC1+ %	KOR beta-arrestin-1	HIV peptide binding	GPR55 LPI antagonism	GPR55 activation	GPR35 antagonists	KOR beta-arrestin-2	HEK293 NOD2/NF-kB	NOD1 inhibition
O=C(CSc1nnc(-c2ccco2)n1CC1CCCO1)c1ccccc1 (stereo unspecified)
    i	0.4	-4%	0.0%	-6%	-0.2%	6%	-1.0%	-3%	-19%
C=CCNC(=O)N1CCCC(C(=O)c2cccc(Cl)c2)C1 (stereo unspecified)
    i	0.2	-10%	-1.2%	-4%	0.0%	-8%	-2.1%	-23%	-50%
FCCCOc1ccc(-c2nccc(-c3ccc(F)cc3)n2)cc1
    i	0.8	4%	-0.2%	7%	-0.2%	5%	-0.8%	20%	-16%
CCSc1nc(C)c(C(C)=O)cc1C#N
    i	0.6	2%	-0.1%	-7%	-0.2%	10%	-9.5%	16%	-10%
COc1ccc(CNC(=O)c2cc3ccccc3oc2=O)cc1
    i	0.3	-3%	-2.0%	0%	-0.1%	-10%	-2.3%	12%	-6%
Cc1ccc(NC(=S)N2CCC(c3ccc(C)cc3)C2)cc1 (stereo unspecified)
    i	0.2	-10%	0.0%	-5%	0.0%	-4%	6.1%	-50%	-36%
O=c1[nH]c(N2CCCCC2)nc2ncn(Cc3ccccc3)c12
    i	0.2	-12%	2.1%	9%	-0.1%	0%	-4.8%	22%	4%
Cc1ccc(CCNC(=O)C2CCCN(S(=O)(=O)c3cccc4nsnc34)C2)cc1 (stereo unspecified)
    i	2.1	-20%	1.6%	2%	-0.1%	4%	-2.9%	16%	3%
C=CCSc1nc(Cc2ccc(Cl)cc2)nc2ccccc12
    i	1.4	12%	0.9%	9%	0.3%	6%	-2.5%	10%	-4%
CC(C)[C@@H](N)C(=O)NCC1CCC(C(=O)N[C@@H](Cc2ccccc2)C(=O)O)CC1 (stereo partly specified)
    i	0.6	-2%	1.6%	8%	0.4%	7%	1.4%	-8%	0%
COc1ccc([N+](=O)[O-])cc1Nc1c2ccccc2nc2ccccc12
    x	x	-82%	-2.8%	5%	-0.2%	-10%	-0.4%	-26%	1%
CC(=O)c1c(C)[nH]c(C2=NNC(=NCc3ccccc3)SC2)c1C
    i	2.2	-3%	0.0%	-9%	-0.3%	-3%	-0.3%	1%	-10%
Cc1c2ccccc2cc[n+]1CCCS(=O)(=O)[O-]
    i	0.2	-24%	-2.0%	-2%	0.0%	4%	0.3%	6%	-38%
Cc1cc(C)cc(NC(=O)CCn2c(=S)[nH]c3ccccc3c2=O)c1
    i	1.4	14%	1.8%	1%	-0.1%	11%	-1.2%	6%	-36%
O=C1C2C(c3cccc(/C=C/c4ccccc4)c3)CC=CC2C(c2ccc3ccccc3c2)N1Cc1ccccc1 (stereo unspecified)
    i	3.0	23%	2.0%	18%	0.6%	-1%	-1.1%	6%	-1%
CCOc1ccc(N2C(=O)Nc3ccc(Br)cc3C2(O)C(=O)NCCCN(C)C)cc1 (stereo unspecified)
    i	0.5	19%	-0.1%	8%	-0.2%	5%	0.6%	12%	-14%
CC1CC(C)CN(CCCNC(=O)Cn2ncc3c(=O)oc4ccccc4c32)C1 (stereo unspecified)
    i	2.9	14%	-3.2%	-1%	-0.1%	0%	1.3%	7%	-1%
COc1ccccc1C(=O)Nc1ccnn1C1CCN(Cc2cnn(C)c2C)CC1
    i	0.5	-35%	1.4%	2%	-0.1%	10%	10%	6%	-8%
CC1(CCc2ccccc2)NC(=O)N(CC(=O)Nc2ccccc2)C1=O (stereo unspecified)
    i	0.5	-3%	-0.1%	-1%	0.0%	2%	-2.0%	-21%	-13%
C/C(N)=C(/C#N)C(=O)CSc1nc2ccc(C)cc2[nH]1
    i	0.5	3%	-0.9%	-1%	0.2%	24%	2.9%	-74%	-45%

In the list so far, 3 have a nitro group on carbon.
Results follow in this order: Myeloid diff 2	Myeloid diff 2 GFP+ MAC1+ %	KOR beta-arrestin-1	HIV peptide binding	GPR55 LPI antagonism	GPR55 activation	GPR35 antagonists	KOR beta-arrestin-2	HEK293 NOD2/NF-kB	NOD1 inhibition
CCc1ccc(CN(C)CC(=O)Nc2ccccc2[N+](=O)[O-])cc1
    i	0.5	-19%	1.1%	2%	0.3%	20%	7.1%	-3%	-25%
COc1ccc(CCOC(=O)c2ccc(N)c([N+](=O)[O-])c2)cc1
    i	1.3	-16%	-0.2%	-1%	-0.1%	-2%	0.1%	22%	-13%
COc1ccc([N+](=O)[O-])cc1Nc1c2ccccc2nc2ccccc12
    x	x	-82%	-2.8%	5%	-0.2%	-10%	-0.4%	-26%	1%

(list continues)
Results follow in this order: Myeloid diff 2	Myeloid diff 2 GFP+ MAC1+ %	KOR beta-arrestin-1	HIV peptide binding	GPR55 LPI antagonism	GPR55 activation	GPR35 antagonists	KOR beta-arrestin-2	HEK293 NOD2/NF-kB	NOD1 inhibition
COc1cc(C(=O)Nc2cccc(-c3nncn3C)c2)cc(OC)c1OC
    i	1.3	5%	2.4%	11%	-0.1%	0%	-5.5%	5%	-18%
Cc1nc2ccc(Br)cc2c2c1CC(CO)O2 (stereo unspecified)
    i	0.5	34%	-1.5%	4%	-0.1%	16%	-4.0%	-10%	-4%
COc1cc(/C=N/Nc2nc3ccccc3[nH]c2=O)ccc1O
    i	0.4	15%	-3.7%	3%	-0.2%	-8%	-3.6%	-69%	2%
Cc1ccc(S(=O)(=O)N2CCN(S(=O)(=O)N3CCOCC3)CC2)c(C)c1
    i	0.9	-24%	6.8%	-6%	-0.1%	6%	2.5%	2%	-7%
CN(c1ccc(OCC(=O)N2CCOCC2)cc1)S(=O)(=O)c1ccc(Cl)cc1
    i	0.7	13%	-0.4%	-6%	-0.3%	-4%	-2.0%	1%	-15%
O=C(NC1CC1)C1CCCN(C(=O)Nc2ccc(F)cc2)C1 (stereo unspecified)
    i	0.8	26%	-0.4%	-12%	0.5%	4%	0.3%	21%	10%
CCn1c(N2CCN(C(=S)NC)CC2)nc2ccccc21
    i	0.7	13%	-2.4%	-3%	-0.1%	8%	-1.0%	16%	10%
Cc1ccc2c(c1)C(=O)CCCCC(=O)N2
    i	0.4	5%	-1.1%	6%	0.0%	-2%	-0.9%	14%	-2%
C#CCN(CC=C)C(=O)CCc1nnc(COc2ccccc2)o1
    i	0.2	-32%[20 µM]	-1.8%	-10%	0.1%	9%	x	-22%	-37%
O=C(CN1C(=O)c2ccccc2C1=O)N1CCOCC1
    i	0.2	-14%	-1.7%	-2%	-0.2%	10%	-1.1%	-7%	-9%
Cc1ccnc(N(C(=O)c2cccs2)C(=O)c2cccs2)c1
    i	0.8	10%	0.5%	9%	1.5%	6%	-0.5%	-53%	-47%
CCc1nc(NCC2CCCN2CC)c2nnn(Cc3ccccc3F)c2n1 (stereo unspecified)
    i	2.5	-8%	-6.6%	0%	0.7%	-7%	1.9%	12%	-14%
